High-throughput results: PubChem BioAssay, several laboratories
PKA-R1A act – activators of PKA-R1A complex | PKA-R1A dissociation, Cy5-IP20 fluorescence polarization; scaled: DMSO 0%, 113 µM cGMP 100% | 340,000 compounds, 0.083% hits | activation, % at 11.4 µM | P00514+P68181;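 active means percent activation above the mean of all tested compounds plus 3 SD, cut at about 19% in these data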;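 further: higher means more PKAc released from R1A so a rise in polarization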
DAGLB inhibitor – blocks human DAGLB lipase activity | Q8NCG7 | HEK293T DAGLB membrane lysate, EnzChek fluorogenic substrate | inhibition, % at 5.17 µM | 340,000 compounds, 0.059% hits | AID 504411; in the data active means inhibition above about 34%;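 further: 0% = enzyme with vehicle and 100% = wells lacking enzyme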
Target sequence (Q8NCG7 whole entry, looked up): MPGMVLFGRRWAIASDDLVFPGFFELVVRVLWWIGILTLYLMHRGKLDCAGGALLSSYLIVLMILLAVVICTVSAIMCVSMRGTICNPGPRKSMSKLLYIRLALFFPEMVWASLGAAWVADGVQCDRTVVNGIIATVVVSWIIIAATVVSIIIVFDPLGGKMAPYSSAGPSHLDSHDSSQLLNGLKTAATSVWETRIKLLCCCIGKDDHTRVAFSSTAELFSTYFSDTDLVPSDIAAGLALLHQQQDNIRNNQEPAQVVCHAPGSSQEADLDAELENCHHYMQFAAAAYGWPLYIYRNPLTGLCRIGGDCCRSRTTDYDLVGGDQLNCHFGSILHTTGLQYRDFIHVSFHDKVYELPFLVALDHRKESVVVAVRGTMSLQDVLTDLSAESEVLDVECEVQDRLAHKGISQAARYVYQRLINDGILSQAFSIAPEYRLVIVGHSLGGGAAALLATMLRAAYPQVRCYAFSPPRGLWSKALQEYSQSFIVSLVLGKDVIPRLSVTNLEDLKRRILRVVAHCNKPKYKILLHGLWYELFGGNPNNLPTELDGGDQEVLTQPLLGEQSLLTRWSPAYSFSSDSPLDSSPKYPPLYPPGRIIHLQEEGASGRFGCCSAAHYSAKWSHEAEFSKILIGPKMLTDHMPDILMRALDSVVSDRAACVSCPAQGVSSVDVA
DSG3 Ab inh – blocks pemphigus antibody binding to human desmoglein-3 | P32926 | DSG3-coupled beads, scFv-anti-DSG3-GFP binding, flow cytometry; hits give low values | binding (percent of control), % at 10 µM | 310,000 compounds, 0.48% hits | AID 588358;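 active means binding more than 3 SD below its plate's average and above zero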;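 further: hits lower antibody fragment binding to DSG3; some compounds called inactive have numbers as strong as hits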
PKA-R2B act – activates the human PKA-R2B holoenzyme complex; P22694+P31323; PKA-R2B holoenzyme dissociation, Cy5-IP20 fluorescence polarization; R2B truncated from residue 108, S112A mutant; 0% DMSO only, 100% 113 µM cGMP; activation, % at 11.4 µM; 340,000 compounds, 0.079% hits; AID 504700;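 active means activation above a cutoff set at the mean over all compounds plus 3 SD, cut at about 18% in these data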;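 further: higher means more holoenzyme dissociation and a rise in polarization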
Target sequence (P31323 whole entry, looked up, other chains not shown, the tested form may be a part): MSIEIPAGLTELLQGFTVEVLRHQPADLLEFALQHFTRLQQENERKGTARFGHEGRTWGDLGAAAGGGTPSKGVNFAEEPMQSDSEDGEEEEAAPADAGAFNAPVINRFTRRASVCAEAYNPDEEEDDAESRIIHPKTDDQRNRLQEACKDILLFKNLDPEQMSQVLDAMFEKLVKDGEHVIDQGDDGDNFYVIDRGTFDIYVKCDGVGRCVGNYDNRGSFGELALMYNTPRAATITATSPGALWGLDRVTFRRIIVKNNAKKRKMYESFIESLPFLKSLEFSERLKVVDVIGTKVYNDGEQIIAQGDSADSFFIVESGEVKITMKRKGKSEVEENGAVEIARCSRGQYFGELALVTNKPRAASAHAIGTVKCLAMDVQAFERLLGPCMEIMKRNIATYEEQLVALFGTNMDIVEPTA
OPRM1-OPRD1 ag – OPRM1-OPRD1 heterodimerization agonism | 340,000 compounds, 0.3% hits | activation, % at 9.3 µM | cells, luminescence | P35372+P41143; in the data active means activation above about 18%;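 further: 0% = vehicle-treated cells and 100% = reference agonist; values of inactives mirror those of a sister screen read the other way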
Arrestin-AP2 inh – human beta-arrestin and AP2 interaction inhibition; FITC-arrestin peptide / GST-AP2 beads, flow cytometry; AP2 beta2 appendage carries R879A mutation; inhibition, % at 10 µM; 340,000 compounds, 0.31% hits;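 active means inhibition above a set limit, near 3 SD of compounds lacking own fluorescence, cut at about 54% in these data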;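 further: plate controls were DMSO wells for no effect and 5 µM unlabelled arrestin peptide for full effect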
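Material – AP2 appendage R879A on GSH beads · Buffer or medium – PBS with 0.05% Tween 20 and 0.1% BSA · Probe or stimulus – fluorescein-tagged arrestin peptide at 50 nM final · Incubation – compound with beads 12 min RT, then probe 1 h RT · Detection – high-throughput flow cytometry of beads, ex 488, em 535 nm · Evaluation – percent response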
OPRM1-OPRD1 inv – inverse agonists of human mu-delta opioid receptor heterodimerization; cell-based MOR-DOR heterodimer luminescence, inverse agonism; inhibition, % at 9.3 µM; 340,000 compounds, 0.21% hits; P35372+P41143; in the data active means inhibition above about 22%, passing the limit was not always enough;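 further: 0% = cells with DMSO and 100% = wells without cells with DMSO; values of inactives mirror those of a sister screen read the other way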
HTR5A ag – activates human HTR5A in OPRM1-OPRD1 agonist counter-screen; activation, % at 9.3 µM; P47898; AID 504692; 340,000 compounds, 0.61% hits; HTR5A agonist assay, luminescence, cell-based; in the data active means activation mostly above about 9.5%, no sharp cut-off; inactive means mostly below about 7.6%;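 further: 0% = cells with vehicle only and 100% = reference agonist; strong numbers were not always called active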
HTR5A inv ag – HTR5A inverse agonism, opioid heterodimer counter-screen; P47898; HTR5A cell line, luminescence; inhibition, % at 9.3 µM; 340,000 compounds, 0.083% hits; in the data active means inhibition mostly above about 23%, no sharp cut-off; inactive means mostly below about 18%;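 further: 0% = cells with DMSO and 100% = no-cell wells with DMSO; some compounds called inactive have numbers as strong as hits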
V-ATPase pHluor – yeast V-ATPase proton transport regulation by pHLuorin | S. cerevisiae, pHLuorin cytosolic pH fluorescence | AID 504577 | 350,000 compounds, 0.37% hits | response, % at 10 µM; in the data active means response mostly above about 7.3%, no sharp cut-off; inactive means mostly below about 5.4%; further: actives read high; inactives centre near 0; some compounds called inactive have numbers as strong as hits; reference of the scale not given here
* marks the source's active call; other numbers are inactive results; . = no result given.

SMILES	PKA-R1A act	DAGLB inhibitor	DSG3 Ab inh	PKA-R2B act	OPRM1-OPRD1 ag	Arrestin-AP2 inh	OPRM1-OPRD1 inv	HTR5A ag	HTR5A inv ag	V-ATPase pHluor
O=C(NCCNC(=O)c1ccccn1)c1ccc(-c2ccccc2)cc1	-7	-2	104	-1	-1.6	28	8	0	-1	0
CCn1cc(CN2CCCC(C(=O)Nc3ccc(-c4cscn4)cc3)C2)c(C)n1 (stereo unspecified)	8	1	99	7	-0.2	36	1	5	-12	-2
CCOc1ccc(-n2c(SCC(=O)c3c(N)n(C)c(=O)n(C)c3=O)nnc2-c2cccnc2)cc1	1	1	107	-6	-1.8	-1	10	3	8	2
O=C(COc1ccc2ccccc2c1)NN1C(=O)c2ccccc2C1=O	-5	2	127	1	-0.2	-4	1	2	12	-3
COc1cc(C(c2c(C)[nH][nH]c2=O)c2c(C)[nH][nH]c2=O)cc([N+](=O)[O-])c1O	0	1	104	-10	-4.1	0	23	-8	22	-7
CCOC(=O)/C(=N\Nc1cc(Cl)ccc1Cl)N1CCN(C)CC1	-4	-3	99	-6	2.9	0	-15	4	-4	4
O=C(CN1CCCC1)NN=C(c1ccccc1)c1ccccc1	1	1	105	-8	-1.9	10	9	-3	8	1
CN(C)c1ccc(/C=N/NC(=O)CNC(=O)c2ccncc2)cc1	16	-1	99	-1	-1.6	0	9	-4	11	1
Cc1nc(-c2cccc(S(=O)(=O)N3CCC(C)CC3)c2)cs1	-10	-10	109	-2	0.2	-1	-1	-4	7	-4
CCCCn1c(N)c(N(CC)C(=O)CCNC(=O)c2ccc(Cl)cc2)c(=O)[nH]c1=O	7	0	93	-1	-3.4	42	18	0	2	-4
O=C(NCCCN1CCOCC1)c1ccccc1	-6	-1	107	11	-2.6	5	15	0	-20	4
OCCCNc1ncnc2sc(-c3ccccc3)cc12	0	-3	84	3	2.4	21	-13	5	-14	-1
COc1ccc(NC(=O)[C@@H]2CCCN2C(=O)c2cccs2)cc1S(=O)(=O)N1CCCCC1	-2	0	.	0	-1.0	-1	4	1	-3	3
COC(=O)Cn1c(C)nc([N+](=O)[O-])c1Br	-5	-2	113	9	-1.8	28	9	-5	14	7
COc1cc(C2C3CN(C)CC=C3C(C#N)=C(N)C2(C#N)C#N)ccc1OC(C)C (stereo unspecified)	-7	-5	.	15	0.9	-4	-5	3	-9	2
CN(C(=O)CSc1nc2ccccc2o1)C1CCS(=O)(=O)C1 (stereo unspecified)	-1	-1	107	-3	-1.6	10	6	4	-9	-2
COCCN(C(=O)CSc1nnc(C)n1-c1ccccc1)c1c(N)n(Cc2ccccc2)c(=O)[nH]c1=O	8	-3	102	-11	-2.5	-5	13	-6	19	1
C[C@H]1CN([C@@H](C)CO)C(=O)c2cc(NC(=O)C3CCCCC3)ccc2O[C@H]1CN(C)CC1CCCCC1	4	0	101	0	-1.6	11	9	1	-6	-1
Cc1nc2cc(NC(=O)c3ccc(N4C(=O)CCC4=O)cc3)ccc2s1	2	4	95	5	-0.6	15	3	4	5	-2
Oc1ccc(NCc2ccccc2OCc2ccccc2F)cc1	-12	2	103	-4	7.2	23	-30	3	-2	1
COc1ccc(CCN(C)CCCC(C#N)(c2cc(OC)c(OC)c(OC)c2)C(C)C)cc1OC (stereo unspecified)	-13	1	104	-5	-1.5	1	8	2	2	-3
CCC(COC)NCc1cn(-c2ccc(F)cc2F)nc1-c1ccccc1C (stereo unspecified)	3	2	93	-3	0.7	-3	-4	0	-5	1
CCN(CC)CCC(c1ccc(N(C)C)cc1)c1c(OC)cc(OC)c2ccc(=O)oc12 (stereo unspecified)	11	-1	99	-6	-1.9	2	11	9	-27	1
C[C@H](CO)N1C[C@H](C)[C@H](CN(C)C(=O)Nc2ccc(F)cc2)Oc2c(NC(=O)c3ccc(-c4nccs4)cc3)cccc2C1=O	-18	-5	106	-5	-2.3	33	13	0	-26	8
CN(C)S(=O)(=O)c1ccc(Cl)c(NC(=O)CN2CCNC(=O)C2)c1	1	-2	102	-7	-2.0	18	10	3	-7	-5

New compounds follow:
SMILES	PKA-R1A act	DAGLB inhibitor	DSG3 Ab inh	PKA-R2B act	OPRM1-OPRD1 ag	Arrestin-AP2 inh	OPRM1-OPRD1 inv	HTR5A ag	HTR5A inv ag	V-ATPase pHluor
Cc1cccc(C)c1NC(=O)CN(C)c1ccc(C(F)(F)F)cn1	6	1	83	4	1.2	-2	-8	2	7	1
CCSc1nnc(NC(=O)c2cccc(S(=O)(=O)N(C)c3ccc(C)cc3)c2)s1	-5	4	99	2	1.5	6	-7	3	-6	-2
N#C/C(=C\c1ccc(-c2ccccc2C(=O)O)o1)c1nc2ccccc2[nH]1	-3	-7	101	11	-0.8	-9	4	1	-2	-4
Cc1cc2n(n1)C(c1ccc(N(C)C)cc1)Nc1ccccc1-2 (stereo unspecified)	-12	0	102	-1	-1.1	-6	5	0	6	-1
CC(C)(C)C1CCc2c(sc(NC(=O)CSc3ncn[nH]3)c2C#N)C1 (stereo unspecified)	-10	-1	.	-6	-1.6	4	8	5	-17	2
CCC(Sc1nc2ccccc2c(=O)[nH]1)C(=O)Nc1ccc(C(C)=O)cc1 (stereo unspecified)	-8	1	103	3	-0.2	47	1	2	-5	5
Cn1c(=O)c2ncn(CC(=O)Nc3ccc4c5c(cccc35)CC4)c2n(C)c1=O	3	-2	106	-2	.	8	.	.	.	1
O=C(Cn1c(=O)sc2ccccc21)Nc1ccc(O)cc1	-4	3	98	-9	-1.7	3	10	-3	8	-3
CC(C)c1ccc(O)c(NC(=S)NC(=O)c2ccc3c(c2)OCO3)c1	-8	-6	116	-10	3.4	-9	-11	-6	35	-2
COc1ccc(N2C(=O)CSC2c2ccc(F)cc2)cc1 (stereo unspecified)	3	-1	102	-7	-1.1	-25	5	0	-1	3
Cc1ccoc1C(=O)N1CCCC(CCC(=O)N2CCN(c3ccccn3)CC2)C1 (stereo unspecified)	-25	2	100	-10	0.2	-15	-1	7	-17	4
Cc1onc(-c2c(F)cccc2Cl)c1C(=O)NCc1cccs1	-5	-1	102	-18	-0.6	6	3	1	1	0
O=C(Nc1cnn(Cc2c(Cl)cccc2Cl)c1)c1ccc([N+](=O)[O-])cc1	-5	-2	95	-2	5.2	-4	-32	1	-7	0
CNC(=S)Nc1ccc(OCc2ccccc2)cc1	-5	0	102	-1	-1.6	7	8	2	-5	2
CCOC(=O)C1CCCN(C(=O)C2CCCN(S(C)(=O)=O)C2)C1 (stereo unspecified)	-2	0	100	-8	-1.7	3	10	7	-19	2
CC(C)(C)NS(=O)(=O)NC(=O)C1=C(N2CCCC2)COC1=O	-4	-3	98	-13	-3.7	38	21	2	-1	-2
COCCNCC(=O)Nc1nc(C)cs1	-3	2	96	7	0.6	19	-3	-2	5	0
CCCC(C(=O)Nc1nccs1)c1ccccc1 (stereo unspecified)	-11	2	106	-5	-0.1	-10	1	1	-1	3
OCCC1CN(Cc2c(O)ccc3ccccc23)CCN1CCc1ccccc1 (stereo unspecified)	-4	0	99	-6	13	5	-66	6	-15	-1
COc1ccc(Nc2nc3ccccc3s2)cc1	10	-1	97	-10	2.3	1	-12	2	-6	0
CC(NC(=O)c1ccc(N2CCCC2=O)cc1)c1ccccc1 (stereo unspecified)	8	0	102	0	-1.7	-4	9	4	-2	-1
COc1ccccc1Cn1c(=S)[nH]c2cc(C(=O)N3CCCC3)ccc2c1=O	-2	0	100	-17	-3.6	15	19	2	-10	0
CCN(CCNC(=O)c1cccc(N2CCCC2=O)c1)c1ccccc1	4	1	100	9	0.2	4	-1	1	-14	0
O=C(COC(=O)/C=C/c1ccccc1Cl)NC1CCCC1	-19	-4	108	3	-3.5	-6	15	1	-2	3
Cc1cccc(-c2noc(CN(C(=O)c3ccc4c(c3)OCO4)C(C)C)n2)c1	1	-7	101	7	0.0	-2	0	-1	1	-1

Going on with the list:
SMILES	PKA-R1A act	DAGLB inhibitor	DSG3 Ab inh	PKA-R2B act	OPRM1-OPRD1 ag	Arrestin-AP2 inh	OPRM1-OPRD1 inv	HTR5A ag	HTR5A inv ag	V-ATPase pHluor
CC(C)=CCC(C)(C)/C=N/NC(N)=O	-2	1	.	10	-1.6	29	8	2	13	5
COc1ccc(-c2nnc(SCc3ccccc3)n2N)cc1	5	-2	99	9	-3.8	27	18	-6	15	2
CCC(=O)Nc1cc(Cl)ccc1C(=O)O	-4	2	114	-2	-2.2	2	11	-3	7	-1
CCOc1[nH]n(-c2ccccc2)c(=O)c1C=NCc1ccncc1	6	-1	105	-7	0.0	2	0	-1	2	-1
Cc1nc(N2CCCCC2)c2ccsc2n1	2	3	109	1	0.1	5	0	3	12	.
NC(=O)Nn1c(CCC(=O)O)ccc1-c1ccc(Br)cc1	-12	-3	95	1	-3.4	7	19	0	12	-2
Cc1cccc(NC(=O)CCNS(=O)(=O)c2cccc3nsnc23)c1	0	-3	100	5	-2.0	4	11	-2	2	2
Cc1ccc(Nc2nc(NCCO)nc3c2cnn3C)cc1Cl	4	0	94	-7	-0.8	4	4	0	-1	-3
O=C(COC(=O)c1ccc(Br)cc1)NCC1CCCO1 (stereo unspecified)	6	-2	100	-3	-2.1	3	10	-2	7	2
CC(=O)Nc1ccc(S(=O)(=O)NCc2ccc(C(=O)N3CCOCC3)cc2)cc1	2	0	97	-10	0.1	9	-1	-1	-17	-2
COc1ccccc1C(=O)NCCOc1ccc(C(C)(C)C)cc1	-1	-6	122	-6	8.7	-2	-42	0	1	-4
O=C(Nc1ccc(Br)cc1Br)C1CC(=O)N(Cc2ccccc2)C1 (stereo unspecified)	5	2	106	-4	-2.2	54	12	5	-7	-3
CC(=O)Oc1ccc(C(=O)Nc2cccc(NC(=O)c3ccco3)c2)cc1	-6	1	104	5	-2.8	21	15	-1	2	-1
O=C(O)C(Cc1c[nH]c2ccccc12)NS(=O)(=O)c1ccc2ccccc2c1 (stereo unspecified)	-5	2	85	0	0.8	5	-5	0	-2	0
NC(=O)c1ccccc1N(Cc1ccccc1)S(=O)(=O)c1ccccc1	3	0	92	-3	-3.7	-1	17	-1	-3	-2
C[C@H]1CN([C@@H](C)CO)C(=O)c2cc(Br)cnc2O[C@@H]1CN(C)C(=O)c1ccncc1	10	-1	.	-2	.	.	.	.	.	-2
COCCN(C(=O)CNC(=O)c1ccco1)C(C(=O)NC1CCCC1)c1ccccc1F (stereo unspecified)	4	1	100	-4	0.3	-3	-3	2	-7	-6
CCOC(=O)c1ccc(NC(=O)Cn2nnc(-c3ccccc3F)n2)cc1	4	-3	.	1	3.3	0	-17	1	15	0

Three entries from above, set out differently.
Values run as follows: PKA-R1A act | DAGLB inhibitor | DSG3 Ab inh | PKA-R2B act | OPRM1-OPRD1 ag | Arrestin-AP2 inh | OPRM1-OPRD1 inv | HTR5A ag | HTR5A inv ag | V-ATPase pHluor
> NC(=O)Nn1c(CCC(=O)O)ccc1-c1ccc(Br)cc1
  -12 | -3 | 95 | 1 | -3.4 | 7 | 19 | 0 | 12 | -2
> Cc1cccc(NC(=O)CCNS(=O)(=O)c2cccc3nsnc23)c1
  0 | -3 | 100 | 5 | -2.0 | 4 | 11 | -2 | 2 | 2
> Cc1ccc(Nc2nc(NCCO)nc3c2cnn3C)cc1Cl
  4 | 0 | 94 | -7 | -0.8 | 4 | 4 | 0 | -1 | -3
